Assay outcomes: PubChem BioAssay, The Scripps Research Institute Molecular Screening Center
LYPLA1 counter: LYPLA1 (human) inhibition in PME1 counter-screen. 320,000 tested, 0.16% active. recombinant LYPLA1, FP-Rh probe fluorescence polarization. AID 2174. inhibition, % at 5.9 µM. O75608;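 active = inhibition above the mean of all tested compounds plus 3 SD, set per campaign, cut at about 14% in these data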;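 note: inhibitors block serine hydrolase probe labeling of LYPLA1 so polarization falls; 0% = enzyme with DMSO and 100% = wells lacking LYPLA1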
Target sequence (O75608 whole entry, looked up): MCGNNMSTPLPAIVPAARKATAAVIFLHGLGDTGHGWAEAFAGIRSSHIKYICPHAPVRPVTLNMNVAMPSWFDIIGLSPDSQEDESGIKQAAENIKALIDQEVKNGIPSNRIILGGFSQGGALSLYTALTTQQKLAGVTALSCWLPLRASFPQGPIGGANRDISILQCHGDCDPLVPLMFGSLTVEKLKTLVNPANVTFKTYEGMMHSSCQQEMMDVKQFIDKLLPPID
PAD4 FP inh: PAD4 (human) enzyme inhibition | inhibition, % at 6.36 µM | Q9UM07 | 330,000 tested, 0.41% active | recombinant PAD4, RCA probe fluorescence polarization | AID 485272;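 active = percent inhibition above a cutoff equal to the mean of all tested compounds plus 3 SD, cut at about 15% in these data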;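 note: 0% = PAD4 with RCA probe and DMSO and 100% = probe without PAD4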
GSTO1 counter: counter-screen for RBBP9 inhibitors: inhibitors of human GSTO1; P78417; recombinant GSTO1, activity-based probe fluorescence polarization; inhibition, % at 5.96 µM; 300,000 tested, 1.1% active;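 active = inhibition above the campaign mean inhibition plus 3 SD, cut at about 35% in these data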;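 note: 0% = GSTO1-1 with DMSO and 100% = wells lacking GSTO1-1 enzyme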
Target sequence (P78417 whole entry, looked up): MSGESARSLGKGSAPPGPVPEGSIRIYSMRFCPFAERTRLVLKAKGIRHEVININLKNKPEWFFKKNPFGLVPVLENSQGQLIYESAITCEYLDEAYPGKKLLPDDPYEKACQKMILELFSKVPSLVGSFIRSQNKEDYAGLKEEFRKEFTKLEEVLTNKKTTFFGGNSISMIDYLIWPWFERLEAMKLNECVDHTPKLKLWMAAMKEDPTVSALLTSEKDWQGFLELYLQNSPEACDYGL
PAFAH2 inh: PAFAH2 (human) inhibition. Q99487. recombinant PAFAH2, FP-rhodamine activity probe, fluorescence polarization. inhibition, % at 3.39 µM. 340,000 tested, 0.99% active;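 active = inhibition above the mean over all tested compounds plus 3 SD, cut at about 30% in these data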;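 note: inhibitors block probe labeling of enzyme so polarization drops; 0% = enzyme with DMSO and 100% = wells lacking PAFAH2 protein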
LYPLA2 counter: LYPLA2 (human) inhibition in PME1 counter-screen | O95372 | recombinant LYPLA2, FP-Rh probe fluorescence polarization | inhibition, % at 5.9 µM | 320,000 tested, 0.38% active | AID 2177;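 active = inhibition above the screen-wide mean plus 3 SD, limit set per campaign, cut at about 26% in these data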;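 note: 0% = LYPLA2 with DMSO and 100% = wells lacking LYPLA2 enzyme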
Target sequence (O95372 whole entry, looked up): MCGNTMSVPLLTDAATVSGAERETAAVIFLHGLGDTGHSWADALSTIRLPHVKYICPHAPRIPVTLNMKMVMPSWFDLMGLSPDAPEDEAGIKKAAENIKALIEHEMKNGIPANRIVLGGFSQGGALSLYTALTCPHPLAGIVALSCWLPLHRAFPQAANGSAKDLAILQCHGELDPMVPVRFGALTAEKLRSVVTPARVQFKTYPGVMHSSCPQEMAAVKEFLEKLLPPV
PAFAH1B3 FP inh: blocks human PAF acetylhydrolase 1B catalytic subunit 3. Q15102. recombinant PAFAH1B3, FP-rhodamine probe, fluorescence polarization. 340,000 tested, 0.28% active. inhibition, % at 3.39 µM. AID 492972;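 active = inhibition above the screen-wide average of all tested compounds plus 3 SD, cut at about 25% in these data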;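 note: 0% = enzyme with DMSO only and 100% = wells lacking PAFAH1B3 protein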
Target sequence (Q15102 whole entry, looked up): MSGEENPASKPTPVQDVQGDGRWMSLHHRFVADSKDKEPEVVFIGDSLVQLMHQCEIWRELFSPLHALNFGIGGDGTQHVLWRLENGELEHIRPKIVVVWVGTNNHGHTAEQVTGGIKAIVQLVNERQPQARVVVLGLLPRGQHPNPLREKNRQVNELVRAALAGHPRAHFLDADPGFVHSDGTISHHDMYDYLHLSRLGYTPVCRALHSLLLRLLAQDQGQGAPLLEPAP
ZTA DNA inh: counter-screen for EBNA-1 inhibitors: inhibitors of Epstein-Barr virus ZTA. P03206. ZTA-DNA binding, fluorescence polarization. inhibition, % at 11 µM. 320,000 tested, 0.15% active. AID 2234; in the data active = inhibition above about 33%
EBNA-1 inhibitor: blocks EBNA-1 binding to DNA; EBNA-1 DNA binding, fluorescence polarization; inhibition, % at 14.8 µM; 300,000 tested, 0.34% active; AID 1950; in the data active = inhibition above about 28%
PREPL inh: inhibits the human prolyl oligopeptidase-like enzyme | Q4J6C6 | recombinant PREPL, fluorescence polarization activity-based probe | inhibition, % at 5.96 µM | 320,000 tested, 0.68% active; in the data active = inhibition above about 43%;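 note: 0% = enzyme with DMSO and 100% = wells lacking enzyme; many of its hits are not listed in these tables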
* hit, by the source's call; . = not tested or not shown. Not all compounds are listed, so the mix of outcomes need not match the whole.

SMILES	LYPLA1 counter	PAD4 FP inh	GSTO1 counter	PAFAH2 inh	LYPLA2 counter	PAFAH1B3 FP inh	ZTA DNA inh	EBNA-1 inhibitor	PREPL inh
N=c1c2c(n(Cc3ccc(Cl)cc3Cl)c3c1CCC3)CCCC2	-1	-1	-1	5	-4	-1	-4	-4	39
CCCSP1(=S)NCCCO1 (configuration not stated)	3	-8	-3	2	-4	13	-8	-9	-6
CCOC(=O)N(c1ccccc1)P1(=S)OCCO1	6	0	-6	-1	10	5	6	-3	-2
CN(C)C(=O)Oc1cccc(NC(=O)c2ccccc2C(F)(F)F)c1	2	2	4	5	2	-1	-3	1	-60
C=CCn1cc(C=C2C(=O)N(C)C(=O)N(C)C2=O)c2ccccc21	0	-1	2	10	3	13	10	2	9
C=CCn1c(=O)c(C=Nc2cccnc2Cl)c(O)n(CCCC)c1=O	-6	-5	13	3	-1	2	-2	-6	10
Cc1c(C(=O)N2CCC3(CC2)OCCO3)oc2ccc(S(=O)(=O)N3CCCCC3)cc12	0	-2	-33	-1	-5	-3	-12	-7	0
Cn1cc(C(=O)NP(=O)(N2CCOCC2)N2CCOCC2)c2ccccc21	-2	2	-3	2	4	7	-5	8	0
c1ccc(CCNC2CCCCCC2)cc1	0	5	-6	4	5	12	-11	-22	13
Nc1ncn[nH]1	0	1	-1	3	-5	8	0	4	5
OCCOCCO	1	2	-5	0	2	-3	14	1	3
C=CCn1c(O)c(C=NCCN(C)C)c(=O)[nH]c1=O	0	-6	-8	1	6	11	-14	-1	8
O=C(Cc1ccc(Br)cc1)N1CCN(Cc2ccccc2)CC1	-2	-3	-6	-5	-5	5	14	10	0
Cc1ccc(-n2c(O)c(C=NCCN(C)C)c(=O)[nH]c2=O)cc1	-3	-1	-1	3	0	14	1	-5	-6
COc1ccc(CCNCc2ccc(Br)cc2)cc1OC	-2	2	3	-7	3	11	-18	-7	-10
CC(=NC(C)c1ccccc1)c1c(O)[nH]c(=O)[nH]c1=O (configuration not stated)	-2	2	0	1	3	5	12	9	-1
CN1CCc2c(c(N3CCCCC3)nc3n[nH]c(N)c23)C1	-1	1	6	-6	4	12	-16	-4	18
Cc1ccccc1-[n+]1c(-c2ccccc2)cc(-c2ccccc2)cc1-c1ccccc1	2	-3	5	1	-5	-2	-3	5	27
C[C@@H]1C[C@H]2OC(=O)C3(CO3)[C@H]2[C@H](O)[C@]2(C)C(=O)C3OC3[C@@H]12 (some centres not stated)	2	3	1	.	-5	.	14	10	1
CCCCc1nc2ccccc2c(=O)n1-c1ccc(O)cc1	0	-7	-8	1	-3	7	-3	-6	15
Cc1nn(Cc2ccc(Cl)cc2Cl)c(Cl)c1C(=O)O	1	-3	3	-8	4	8	2	-11	5
Cc1ncc(CN2CCCC(C(=O)c3cccc(OC(C)C)c3)C2)s1 (configuration not stated)	-1	-3	3	2	3	-1	-18	-6	0
Cc1ccc(N/N=C/c2c(O)n(-c3ccccc3)c(=O)[nH]c2=O)cc1	1	-6	10	-5	5	7	13	-2	8
COc1ccc2c(c1)c(C(=O)O)c(C)n2C(C)C	-2	-2	0	-3	5	5	15	7	2
C[C@]12CC[C@H](O)CC1=CCC1C2CC[C@@]2(C)C1C[C@@H](O)[C@@H]2O (some centres not stated)	.	-5	.	0	.	10	.	.	3
CC1(C)C2CC=C(CN3CCOCC3)C1C2 (configuration not stated)	-2	-6	1	-2	-2	2	-9	-4	13
CCOc1ccccc1N=C1SCCCN1C	-1	-2	10	6	-3	6	10	3	12
COC(=O)C1=C(c2ccc(OCc3ccccc3)cc2)C[C@@H]2CC[C@H]1N2C(=O)NCCN1CCOCC1	.	2	.	4	.	-5	.	.	21
CCN(CC)CC(O)c1ccc(C2CCCC2)cc1 (configuration not stated)	-1	-3	-3	-4	-4	5	2	-5	10
O=C(Nc1ccc(Cl)cc1C(=O)c1ccccc1)c1ccco1	-3	3	2	19	6	-5	-2	4	-3
CC(N)Cc1cn(Cc2ccccc2)c2ccccc12 (configuration not stated)	2	-1	11	-2	1	5	7	4	8
Fc1c(F)c(F)c(N2CCNCC2)c(F)c1F	-1	-4	8	-2	3	5	13	-3	-7
CCN(CC)P(=O)(c1nccn1C)N(CC)CC	4	-1	6	2	6	3	4	-1	14
O=c1[nH]c(=S)n(CCC2=CCCCC2)c(O)c1/C=N/N1CCOCC1	-7	-4	-8	.	-2	.	4	-1	-3
Clc1ccc2nc3c(c(-c4ccccc4)c2c1)CNCC3	0	0	1	17	3	11	-4	-11	7
CCC(C)N1C(=O)/C(=C\c2cc3c4c(c2)CCCN4CCC3)C(=O)NC1=S (configuration not stated)	-9	-3	-4	36*	-19	-5	-18	2	-7
O=C1NCCN2CCCC12 (configuration not stated)	1	1	-1	-1	30*	0	-5	-3	3
Cn1c(=O)cc(OCC(=O)N2CCN(C3CCCCC3)CC2)c2ccccc21	-1	-4	-4	6	3	10	17	17	4
CN1C(=O)C(=Cc2ccc(-c3cccc(Cl)c3)o2)C(=O)N(C)C1=O	2	-3	2	.	-3	.	-3	2	-1
O=C1NC(=O)N(Cc2ccccc2)C(=O)/C1=C/c1cnn(-c2ccccc2)c1	-2	-3	1	.	4	.	-1	2	5
COC1=CC(=O)OC(/C=C/c2ccccc2)C1 (configuration not stated)	-3	2	0	6	-2	-3	-5	-8	-6
Cc1cccc(N2CCN(CCc3ccccc3)CC2)c1C	-3	-6	-3	7	-4	3	8	-10	-4
CCOC(=O)CSCCOc1ccc(C=C2C(=O)NC(=O)NC2=O)cc1OC	2	-13	24	.	-4	.	8	-11	12
O=C(C(=O)N1CCOCC1)c1cn(Cc2ccc(F)cc2)c2ccccc12	-2	-2	4	-2	3	7	-2	4	13
CN(C)[C@@H]1C(=O)C(C(N)=O)=C(O)[C@@]2(O)C(=O)C3=C(O)c4c(O)cccc4[C@@](C)(O)[C@H]3C[C@@H]12	-8	0	66*	.	7	.	7	22	17
CN(C)C(=O)Oc1ccc2c(c1)O/C(=C\c1cccc([N+](=O)[O-])c1)C2=O	-5	-2	-5	0	-5	5	12	-7	-12
CC(=NCCC(c1ccccc1)c1ccccc1)c1c(O)n(C)c(=O)n(C)c1=O	4	0	0	-8	5	4	0	3	-6
CCOC(=O)C(O)(c1ccc(N(C)C(=O)COc2ccccc2)cc1)C(F)(F)F (configuration not stated)	1	4	-2	3	7	-4	-11	4	16
CN(N)N=Nc1nc2c([nH]1)c(=O)n(C)c(=O)n2C	10	-4	5	-2	5	-2	8	2	0
O=C(CN1CCCCC1)c1ccc(F)cc1	-2	0	-2	-1	2	5	-11	-3	-2
CN(C)C1(CNC(=O)c2cc(S(=O)(=O)N3CCOCC3)c(Cl)cc2Cl)CCCCC1	-2	-2	7	5	-3	3	5	5	1
O=[N+]([O-])c1cc(F)c(N2CCCCCC2)cc1N1CCNCC1	5	3	3	-9	6	-1	-12	6	5
CN1CCCC1C(O)(c1ccccc1)c1ccccc1 (configuration not stated)	1	5	2	-6	4	2	2	11	-2
Cc1nnc(SCc2nc3ccccc3c(=O)n2-c2ccccc2Cl)n1N	-4	-6	10	-3	2	7	-4	-9	9
C[C@]12CC[C@H](O)CC1C(=O)CC1C2CC[C@@]2(C)C1CC[C@@H]2O (some centres not stated)	.	2	.	1	.	8	.	.	8
CC(=O)c1cn(Cc2ccccc2C#N)c2ccccc12	0	1	7	4	1	8	-3	0	-13
CCOP(=O)(OCC)c1ccc(O)cc1	1	-2	0	0	4	0	-22	2	3
CC1CCCC(C2(O)C(=O)Nc3ccccc32)C1=O (configuration not stated)	-3	-1	6	-3	-5	3	4	-4	10
O=C(O)Cn1cc(/C=C2\C(=O)NC(=O)N(Cc3ccco3)C2=O)c2ccccc21	-3	0	18	21	-1	-2	21	14	-1
O=C(N/N=C/c1c(O)n(CCc2ccccc2)c(=O)[nH]c1=O)c1ccncc1	-4	-1	3	1	-5	12	10	-5	4

An excerpt of these results, bar-delimited:
SMILES | LYPLA1 counter | PAD4 FP inh | GSTO1 counter | PAFAH2 inh | LYPLA2 counter | PAFAH1B3 FP inh | ZTA DNA inh | EBNA-1 inhibitor | PREPL inh
N=c1c2c(n(Cc3ccc(Cl)cc3Cl)c3c1CCC3)CCCC2 | -1 | -1 | -1 | 5 | -4 | -1 | -4 | -4 | 39
CCCSP1(=S)NCCCO1 (configuration not stated) | 3 | -8 | -3 | 2 | -4 | 13 | -8 | -9 | -6
CCOC(=O)N(c1ccccc1)P1(=S)OCCO1 | 6 | 0 | -6 | -1 | 10 | 5 | 6 | -3 | -2
CN(C)C(=O)Oc1cccc(NC(=O)c2ccccc2C(F)(F)F)c1 | 2 | 2 | 4 | 5 | 2 | -1 | -3 | 1 | -60
C=CCn1cc(C=C2C(=O)N(C)C(=O)N(C)C2=O)c2ccccc21 | 0 | -1 | 2 | 10 | 3 | 13 | 10 | 2 | 9
C=CCn1c(=O)c(C=Nc2cccnc2Cl)c(O)n(CCCC)c1=O | -6 | -5 | 13 | 3 | -1 | 2 | -2 | -6 | 10
Cc1c(C(=O)N2CCC3(CC2)OCCO3)oc2ccc(S(=O)(=O)N3CCCCC3)cc12 | 0 | -2 | -33 | -1 | -5 | -3 | -12 | -7 | 0
Cn1cc(C(=O)NP(=O)(N2CCOCC2)N2CCOCC2)c2ccccc21 | -2 | 2 | -3 | 2 | 4 | 7 | -5 | 8 | 0
c1ccc(CCNC2CCCCCC2)cc1 | 0 | 5 | -6 | 4 | 5 | 12 | -11 | -22 | 13
Nc1ncn[nH]1 | 0 | 1 | -1 | 3 | -5 | 8 | 0 | 4 | 5
OCCOCCO | 1 | 2 | -5 | 0 | 2 | -3 | 14 | 1 | 3
C=CCn1c(O)c(C=NCCN(C)C)c(=O)[nH]c1=O | 0 | -6 | -8 | 1 | 6 | 11 | -14 | -1 | 8
O=C(Cc1ccc(Br)cc1)N1CCN(Cc2ccccc2)CC1 | -2 | -3 | -6 | -5 | -5 | 5 | 14 | 10 | 0
Cc1ccc(-n2c(O)c(C=NCCN(C)C)c(=O)[nH]c2=O)cc1 | -3 | -1 | -1 | 3 | 0 | 14 | 1 | -5 | -6
COc1ccc(CCNCc2ccc(Br)cc2)cc1OC | -2 | 2 | 3 | -7 | 3 | 11 | -18 | -7 | -10

More structures follow:
SMILES	LYPLA1 counter	PAD4 FP inh	GSTO1 counter	PAFAH2 inh	LYPLA2 counter	PAFAH1B3 FP inh	ZTA DNA inh	EBNA-1 inhibitor	PREPL inh
Cc1ccc(Cn2cc(C=O)c(-c3ccc(C)cc3)n2)cc1	-2	5	2	2	-2	-2	5	11	-6
CC(=NCc1cccnc1)c1c(O)n(-c2ccc(C)cc2)c(=O)[nH]c1=O	1	2	-1	0	2	3	4	15	5
N/C(=N\[N+](=O)[O-])NCCCC(NC(=O)CNC(=O)c1ccccc1)C(=O)O (configuration not stated)	-4	-8	2	1	-4	7	6	-15	5
CC(C)CCn1c(=O)c(C(=O)Nc2ccccc2S(N)(=O)=O)c(O)c2ccccc21	-7	-1	-13	17	-4	11	13	-3	1
Clc1ccc(COC(Cn2ccnc2)c2ccc(Cl)cc2Cl)cc1 (configuration not stated)	-2	-7	5	-7	-2	10	-15	-6	-14
CCCCn1nc(C)c(C(=O)O)c1Cl	1	0	-2	2	4	-2	12	-4	7
